# EPAC1 antagonist: EPAC1 (human) antagonism; EPAC1 GEF assay, Rap1b-BODIPY-GDP exchange fluorescence; actives 0.14% (n = 360,000); Potency, µM (highest dose often 115 µM), without a hit: at the top dose activity change, negative = inhibition, usual class: inhibitors; O95398;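 also: plate controls were vehicle for no effect and positive control for full effect; nearly all actives have a fitted effect of over 50% in size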
# EPAC2 agonist: activates human EPAC2 exchange factor. Q8WZA2. EPAC2 activation, biochemical qHTS; response scale: 100% = 6.5 mM cAMP response. Potency, µM (series often up to 154 µM), inactives show at the top dose activation, most hits filed as activators. actives 0.079% (n = 360,000). AID 720711; also: nearly all actives have a fitted effect of over 50% in size
# Target sequence (Q8WZA2 whole entry, looked up): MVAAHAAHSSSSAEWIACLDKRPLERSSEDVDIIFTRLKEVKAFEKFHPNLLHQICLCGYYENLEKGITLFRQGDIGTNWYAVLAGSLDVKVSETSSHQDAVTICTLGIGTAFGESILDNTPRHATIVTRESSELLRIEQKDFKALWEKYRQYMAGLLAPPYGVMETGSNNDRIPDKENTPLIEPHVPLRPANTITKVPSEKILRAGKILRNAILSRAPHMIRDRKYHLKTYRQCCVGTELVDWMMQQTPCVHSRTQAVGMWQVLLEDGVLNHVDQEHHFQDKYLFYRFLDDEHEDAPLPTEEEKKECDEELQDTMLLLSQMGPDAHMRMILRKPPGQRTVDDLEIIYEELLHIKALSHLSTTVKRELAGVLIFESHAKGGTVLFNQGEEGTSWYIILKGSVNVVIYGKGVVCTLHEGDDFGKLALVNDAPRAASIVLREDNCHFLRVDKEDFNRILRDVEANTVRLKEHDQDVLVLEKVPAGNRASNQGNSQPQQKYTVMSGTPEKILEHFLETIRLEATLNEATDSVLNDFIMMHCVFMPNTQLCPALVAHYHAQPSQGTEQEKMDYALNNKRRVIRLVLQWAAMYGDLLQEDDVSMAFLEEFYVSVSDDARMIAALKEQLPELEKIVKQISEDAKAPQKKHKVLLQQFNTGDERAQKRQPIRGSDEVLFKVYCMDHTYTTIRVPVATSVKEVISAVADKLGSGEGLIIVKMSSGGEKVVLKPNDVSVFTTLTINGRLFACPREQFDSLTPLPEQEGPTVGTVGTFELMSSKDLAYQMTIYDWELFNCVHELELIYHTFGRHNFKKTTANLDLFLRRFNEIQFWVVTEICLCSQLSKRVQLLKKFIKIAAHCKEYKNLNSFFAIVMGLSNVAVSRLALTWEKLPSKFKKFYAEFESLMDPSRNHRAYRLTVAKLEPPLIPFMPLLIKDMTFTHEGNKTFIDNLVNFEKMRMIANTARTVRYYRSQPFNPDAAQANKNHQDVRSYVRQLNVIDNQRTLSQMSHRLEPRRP
#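 In this primary screen, activation is scored as increased exchange of BODIPY-GDP from Rap1B by 100 nM EPAC2, with 50 uM GDP as competitor. Signal is normalized to the 6.5 mM cAMP agonist control.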
# EPAC2 antag: EPAC2 (human) antagonism. Potency, µM (titrated, usually from 114 µM), without a hit: at the top dose activity, negative = inhibition, most hits filed as inhibitors. actives 0.18% (n = 360,000). AID 720708. EPAC2 GEF exchange of Rap1B-BODIPY-GDP, fluorescence. Q8WZA2; also: % is scaled to controls: 0 for no effect and ±100 for the full control effect; nearly all actives have a fitted effect of over 45% in size; many of its hits are not listed in these tables
# PTHR1 agonist: activates the human parathyroid hormone receptor PTHR1 | Q03431 | HEK293 GP2 PTHR1 cells, GloSensor cAMP luminescence, 1 h | Potency, µM (highest dose often 115 µM), for inactives: at the top dose activation, most hits filed as activators | actives 0.075% (n = 410,000) | AID 743266; also: nearly all actives have a fitted effect of over 55% in size; some results filed as inactive show a strong effect at the top dose; inactives centre near -15; many of its hits are not listed in these tables
#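 HEK-293-derived GP2 cells expressing PTHR1 and a GloSensor cAMP reporter, 3,000/well, plated overnight, given luciferin plus IBMX (each 0.5 mM as added) for 1 h at 37 °C, then compound for 1 h at 37 °C. Luminescence was read after 15 min at room temperature.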
# FUS suppressor: FUS proteinopathy suppression in yeast | S. cerevisiae FUS-expressing, growth rescue, OD600, 24 h | Potency, µM (doses to about 76.6 µM), inactives show at the highest dose growth rescue (activation), usual class: activators | actives 0.24% (n = 390,000) | AID 1347120;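 also: plate controls were DMSO vehicle for no effect and reference control for full effect; nearly all actives have a fitted effect of over 55% in size; some results filed as inactive show a strong effect at the top dose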
#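 Yeast FUS proteinopathy model; galactose-induced FUS (2%), starting OD 0.005. Cpds in dilution series, 24hr, 30C, 99% humidity. Abs 600 nm growth. Pos ctrl CP55940 (top 92uM final); neg ctrl DMSO.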
# TDP43 rescue: TDP-43 toxicity inhibition in yeast | TDP-43 expressing yeast growth rescue, BacTiter-Glo, 24 h | Potency, µM (highest dose often 46.1 µM), without a hit: at the top dose growth rescue (activation), usual class: activators | actives 1.8% (n = 410,000) | AID 652104; also: % of control where 0% means no effect; nearly all actives have a fitted effect of over 50% in size
#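 Yeast expressing TDP-43 (pregrown in raffinose, seeded at OD600=0.02 in galactose medium) exposed to compounds 24 hr at 30 deg C. Growth read by BacTiter-Glo luminescence; rescue of toxicity appears as increased signal.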
# aSyn yeast inh: rescues yeast growth from alpha-synuclein toxicity; Yeast expressing alpha-synuclein, growth rescue, BacTiter-Glo, 24 h; Potency, µM (titrated, usually from 46.1 µM), for inactives: at the top dose growth rescue (activation), usual class: activators; actives 0.14% (n = 370,000); also: % of control where 0% means no effect; nearly all actives have a fitted effect of over 65% in size
#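 Readout is rescue of growth in alpha-synuclein-expressing yeast, so inhibitors of toxicity appear as activators. Growth after 24 hr at 30 deg C in galactose medium is quantified by luminescence.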
# EPAC1 agonist: EPAC1 (human) agonism; actives 0.073% (n = 360,000); Potency, µM (series often up to 154 µM), for inactives: at the highest dose activation, actives largely listed as activators; EPAC1 agonist qHTS, biochemical assay; response scale: 100% = response to 6.5 mM cAMP; O95398; also: nearly all actives have a fitted effect of over 60% in size
#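 Multi-concentration qHTS readout: loss of Rap1B-bound BODIPY-GDP fluorescence driven by 100 nM EPAC1 with excess GDP (50 uM), monitored kinetically at room temperature; agonist response expressed relative to 6.5 mM cAMP.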
# * hit, by the source's call; i = inactive; ? = inconclusive; · = no result given; & = joins results of further samples; [ ] = dose if it differs, or a comment. Calls follow the shape of the dose curve; as a rule, active = well fitted curve in the direction sought with a large enough effect; inconclusive = small, poorly fitted or top-dose-only effect, or another doubt; inactive = no such curve, though single readings can be large; an effect the other way counts as inactive or inconclusive. Potency is read from the fitted curve at half-maximal effect. An excerpt; count on the stated rates, not on these rows.
SMILES	FUS suppressor	aSyn yeast inh	EPAC1 antagonist	EPAC1 agonist	EPAC2 antag	PTHR1 agonist	EPAC2 agonist	TDP43 rescue
COc1cc([C@H]2c3c(cc(OC)c(O)c3OC)C[C@@H](CO)[C@@H]2CO[C@@H]2O[C@H](CO)[C@@H](O)[C@H](O)[C@H]2O)cc(OC)c1O	-33%	-7%	-2%	18%	1%	-65%[inhibitor]	-2%	8%
Cc1oc(S(=O)(=O)N2CCOCC2)cc1C(=O)Nc1ccc(F)cc1	-17%	2%	-8%	-6%	3%	-12%	8%	-11%
O=C(Nc1ccc(O)cc1)c1cc2ccccc2c(=O)s1	18%	0%	-6%	-8%	5%	-11%	-6%	-16%
CCC1(CC)C(=O)C2=C3C1[C@H](C(=O)OC)CC(C(=O)OC)C[C@H]3n1c(=O)n(-c3ccccc3)c(=O)n1[C@H]2C (some centres not stated)	21%	15%	-22%	-9%	-3%	19%	7%	2%
COc1ccc(N(CC(=O)N2CCCC2)S(=O)(=O)c2ccc(NC(C)=O)cc2)cc1	10%	1%	14%	5%	3%	i	11%	-8%
CC(C)=CC(=O)OCC(=O)Nc1cc(C)ccc1C	-8%	8%	4%	-2%	-5%	-4%	1%	14%
Cc1occc1-c1nnc(SCC(=O)NC2CCCCC2C)o1 (configuration not stated)	5%	-4%	12%	-7%	7%	i	29%	18%
COc1ccc(OCC(=O)Nc2ccccc2N2CCN(C)CC2)cc1	9%	-5%	2%	-5%	2%	9%	-11%	12%
O=C(COc1ccc(S(=O)(=O)N2CCCC2)cc1)NCC1CCCO1 (configuration not stated)	9%	2%	11%	3%	7%	i	5%	0%
O=C(COC(=O)c1ccc(S(=O)(=O)NCc2ccco2)cc1)c1ccccc1	27%	-3%	-3%	-7%	0%	-2%	3%	-22%
CC(=O)Oc1[nH]c(=O)c2cccc3c2c1CCC3	-9%	-4%	11%	-12%	-3%	i	-8%	28µM*
Cc1cccc(NC2=NC(C)(C)N=C(N)N2)c1	23%	-4%	17%	10%	0%	i	3%	7%
C(=C\c1ccccc1)/CN1CCN(C(c2nnnn2C2CCCCC2)C2CC2)CC1 (configuration not stated)	-15%	4%	-1%	-1%	-1%	i	10%	?
Cc1cccc2c3nc4ccccc4nc3n(C)c12	-2%	1%	-10%	12%	20%	-32%[inhibitor]	11%	2%
COc1cc(C(=O)NCC(c2cccs2)N2CCOCC2)c([N+](=O)[O-])cc1OC (configuration not stated)	10%	5%	-3%	2%	7%	i	6%	-20%

# More records follow.
SMILES	FUS suppressor	aSyn yeast inh	EPAC1 antagonist	EPAC1 agonist	EPAC2 antag	PTHR1 agonist	EPAC2 agonist	TDP43 rescue
CC(CCc1ccccc1)NC(=O)COC(=O)c1ccc(F)cc1 (configuration not stated)	10%	16%	-1%	-14%	-17%	i	12%	2%
O=c1cc(N2CCOCC2)c2ccccc2o1	-13%	-3%	1%	1%	4%	i	6%	-19%
CCC(C)NC(=O)C1CCCCN1S(=O)(=O)c1ccc(F)cc1 (configuration not stated)	-7%	5%	12%	2%	1%	i	5%	-11%
O=C(NNC(=O)c1cccc(O)c1)Nc1ccc([N+](=O)[O-])cc1	8%	0%	-16%	7%	-9%	i	2%	·
O=C(CSc1nnc(NC(=O)c2ccco2)s1)Nc1ccccc1Br	4%	6%	-1%	-4%	13%	i	-1%	7%
CN(CC(=O)NCCc1ccc(S(N)(=O)=O)cc1)CC(=O)Nc1ccccc1C(F)(F)F	5%	11%	-1%	3%	5%	i	-1%	14%
Cc1ccccc1S(=O)(=O)Cc1ccc(C(=O)NCCN(CC(C)C)CC(C)C)o1	23%	-17%	-15%	-20%	3%	i	-1%	-17%
Cc1ccc2c(c1)N(CC(=O)NC1CCCCC1)C(=O)c1cccnc1O2	1%	-2%	-3%	9%	4%	0%	9%	0%
COc1cccc(C2=CC(c3ccc(N(C)C)cc3)n3nnnc3N2)c1 (configuration not stated)	·	11%	-9%	10%	10%	-16%	4%	-6%
CCOc1ccc(C(=O)Nc2c3c(nn2-c2ccccc2)CS(=O)(=O)C3)cc1	·	0%	-5%	-1%	-1%	i	0%	?
COc1cc(C(=O)NCC(=O)N/N=C/c2ccco2)cc(OC)c1OC	1%	0%	0%	3%	1%	i	4%	9%
CCOC(=O)C1(Cc2cccc(F)c2)CCN(C(=O)c2cscn2)CC1	5%	15%	10%	0%	-9%	-2%	-4%	17%
Oc1ccccc1C=NNc1nc2ccccc2s1	-12%	-10%	-5%	-3%	3%	-23%	3%	-5%
CCN(CCn1cccn1)C(=O)C1CCC(=O)N(CCc2cccc(F)c2)C1 (configuration not stated)	10%	1%	4%	4%	6%	-19%	6%	0%
CCOC(=O)N1CCC(NC(=O)c2cc(S(=O)(=O)N3CCC4(CC3)OCCO4)ccc2F)CC1	9%	9%	9%	9%	0%	i	6%	-7%

# Next records:
SMILES	FUS suppressor	aSyn yeast inh	EPAC1 antagonist	EPAC1 agonist	EPAC2 antag	PTHR1 agonist	EPAC2 agonist	TDP43 rescue
CSc1nsc(SCC(=O)Nc2nc3ccccc3s2)n1	-12%	11%	4%	2%	0%	-33%[inhibitor]	-1%	16%
Cc1c(NC(=O)c2c(F)cccc2F)c(=O)n(-c2ccccc2)n1C	-17%	-15%	-7%	4%	4%	i	2%	-3%
O=C(c1cccc2nccnc12)N1CCCC(Nc2ccc(F)c(F)c2)C1 (configuration not stated)	8%	0%	13%	-1%	4%	i	5%	13%
Cc1cc(Cl)ccc1OCc1nnc2n1CCCCC2	-20%	-1%	0%	11%	-10%	-43%	1%	25%
Cc1ccc(NC(=O)C(=O)NCCN2CCN(Cc3ccc([N+](=O)[O-])cc3)CC2)cc1	·	0%	4%	2%	5%	-13%	0%	3%
CC(=O)N1CCc2ccc(S(=O)(=O)N3CCN(C)CC3)cc21	-12%	-7%	15%	6%	4%	i	25%	18%
CCOC(=O)N1CCN(C(=O)CSc2nnc(-c3c[nH]c4ccccc34)n2CCOC)CC1	·	-10%	-14%	-6%	15%	0%	4%	13%
CCCN(c1ccccc1F)S(=O)(=O)c1cc(-c2cc(C)no2)ccc1OC	37%	-2%	-20%	2%	-24%	-30%	19%	6%
CN1CCC[C@H]1CCNC(=O)c1c(-c2ccsc2)sc2ccccc12	-9%	-4%	1%	13%	0%	-15%	7%	0%
COc1ccccc1CNC(=O)c1ccc(OC(F)F)c(OC)c1	11%	2%	-20%	-10%	2%	i	7%	9%
CCCCn1c(N)c(N(CCOC)C(=O)c2cccc(OCc3ccccc3)c2)c(=O)[nH]c1=O	20%	9%	-10%	3%	5%	i	9%	14%
Cc1ccc(-c2cc(C(=O)N/N=C/C(Br)=C/c3ccccc3)n[nH]2)o1	?	-11%	-7%	9%	?	-33%[inhibitor]	4%	?
C[C@@H](CO)NC(=O)c1ccc2c3n(nc2c1)-c1ccc(Cl)cc1CO3	8%	-7%	-11%	-13%	-14%	-35%[inhibitor]	6%	-2%
Cn1cc(/C=C/C(=O)N2CCCC(C(=O)c3cccc4ccccc34)C2)cn1 (configuration not stated)	1%	8%	-16%	-1%	1%	i	7%	21%
N[C@@H](Cc1cc(I)c(Oc2cc(I)c(O)c(I)c2)c(I)c1)C(=O)O	21%	9%	?	-24%	6%	-6%	3%	6%

# More results:
SMILES	FUS suppressor	aSyn yeast inh	EPAC1 antagonist	EPAC1 agonist	EPAC2 antag	PTHR1 agonist	EPAC2 agonist	TDP43 rescue
OC1CCCN(Cc2c3ccccc3cc3ccccc23)C1 (configuration not stated)	0%	-3%	5%	12%	-4%	i	14%	-20%
Cc1csc(NC(=O)c2cc(=O)[nH]c3ccc(S(=O)(=O)N4CCOCC4)cc23)n1	-4%	-11%	-8%	13%	-1%	i	-3%	-20%
O=S1(=O)CCN2N=C(C3CC3)SC2=N1	4%	-1%	-3%	-6%	29%	?	-1%	-19%
COc1ccc(N2CCN(C(=O)CN3C(=O)NC4(CCCCCC4)C3=O)CC2)cc1	10%	-5%	25%	6%	-7%	-46%[inhibitor]	14%	-1%
O=C(NCc1ccccc1Cl)c1ccc[nH]1	-27%	4%	15%	-5%	14%	i	0%	?
COc1cc(NC(=O)CSc2c3c(nc4ccccc24)CCC3)cc(OC)c1OC	14%	-3%	-13%	-5%	-5%	-36%&-6%[inhibitor]	3%	25%
CCOC(=O)C1CCC2(CC1)C(C#N)=C(N)Oc1n[nH]c(C)c12 (configuration not stated)	15%	1%	2%	3%	-6%	-13%[57.5 µM]	1%	-12%
Cn1cccc1-c1nc2ccccc2n1C	-2%	-12%	-14%	5%	-3%	i	-2%	14%
Cc1ccc(NCC(=O)Nc2cccc(S(=O)(=O)N(C)C)c2)cc1S(=O)(=O)N1CCCCCC1	32%	1%	-7%	5%	-1%	-37%[inhibitor]	7%	17%
Cc1cc2nc3c(nc2cc1C)C1(C(=O)O)CCC3(C)C1(C)C (configuration not stated)	14%	11%	0%	8%	6%	-13%[57.5 µM]	6%	20µM*
CN(C1(C)CCS(=O)(=O)C1)S(=O)(=O)c1ccc2ccccc2c1 (configuration not stated)	0%	10%	1%	-1%	-5%	17%	0%	-1%
CCN1CCSc2ccc(C(=O)NCc3cccc(Br)c3)cc21	-3%&16%	-2%	-10%	18%	1%	-3%&-6%	3%	?
O=C(Nc1ccc2c(c1)nc1n2CCN(Cc2ccccc2)C1)c1cccs1	?	·	4%	1%	2%	-25%	4%	-37%[inhibitor]
Cc1cccc(N2CCN(S(=O)(=O)c3ccc4c(c3)CCN4C(=O)CCC(=O)O)CC2)c1C	36%	-8%	16%	-5%	0%	i	1%	-20%
COc1ccc(-c2ccnc3nc(-n4cccc4)nn23)cc1	58%	1%	2%	-9%	15%	-10%	7%	-16%
O=C(CCS(=O)(=O)c1ccccc1)Nc1ccccc1N1CCOCC1	11%	3%	6%	6%	7%	-9%	1%	-2%[9.22 µM]

# An excerpt from above with just TDP43 rescue:
Compound | TDP43 rescue
O=C(CSc1nnc(NC(=O)c2ccco2)s1)Nc1ccccc1Br | 7%
CN(CC(=O)NCCc1ccc(S(N)(=O)=O)cc1)CC(=O)Nc1ccccc1C(F)(F)F | 14%
